Screens (PubChem BioAssay)
KCC2 mod: modulators of human KCC2 chloride dependent transport; B-score of Tl+ flux slope (higher = more flux/activation; lower = inhibition) at 10 µM; 2.2% of 190,000 active; KCC2 cells, thallium flux FluoZin-2 fluorescence;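 active = thallium flux slope and its plate-corrected score both differing from the plate sample mean at a set confidence after two filtering rounds, in either direction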;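 also: slope of fluorescence scaled to starting intensity during 10 to 20 s after thallium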
EBV gp42 inh: inhibitors of Epstein-Barr virus glycoprotein 42; Fluorescence polarization binding assay, mP read-out; inhibition, % (tested at 21.74 µM); 0.42% of 220,000 active; AID 1085; in the data active = inhibition above about 50%
Target sequence (Q1HVG2 whole entry, looked up): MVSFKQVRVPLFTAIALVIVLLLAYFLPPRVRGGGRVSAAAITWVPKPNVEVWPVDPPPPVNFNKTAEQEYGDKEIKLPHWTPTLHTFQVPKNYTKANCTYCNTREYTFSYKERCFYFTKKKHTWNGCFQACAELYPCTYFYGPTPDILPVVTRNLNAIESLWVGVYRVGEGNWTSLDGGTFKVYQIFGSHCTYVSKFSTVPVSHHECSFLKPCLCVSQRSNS
Tb hexokinase: T. brucei hexokinase 1 inhibition; recombinant TbHK1, G6PDH-coupled NADH A340; inhibition, % at 10 µM; 0.11% of 220,000 active; AID 1430;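 active = inhibition of 50% or more in the single-dose primary screen; inactive = inhibition below 50%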
TRPN1 ag: agonists of zebrafish TRPN1 channel | HEK293 zebrafish TRPN1-YFP, Fluo-8 calcium fluorescence; 100% = response to 87 µM carbachol | activation, % at 3 µM | 0.18% of 220,000 active;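 active = activation above its plate's cutoff, the mean activation of test wells on that plate plus 3 SD, cut at about 19% in these data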;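 also: 0% = DMSO alone and 100% = 87 µM carbachol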
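Material: zebrafish TRPN1-YFP in HEK293 cells. Doses: one dose of 3 µM, 0.3% DMSO. Incubation: dye 1 h 37 °C plus 30 min RT. Measured by: intracellular calcium fluorescence with Fluo-8.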
m-calpain inh: blocks pig calpain II enzyme activity. AID 1236. inhibition, % at 16 µM. purified calpain II, fluorogenic peptide substrate, 30 min. 0.37% of 220,000 active;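 active = inhibition above about 50%, limit read from the data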
Furin inh: blocks human furin protease activity; purified furin, fluorogenic substrate cleavage; inhibition, % at 30 µM; 0.061% of 220,000 active; in the data active = inhibition above about 25%; also: inactives centre near -15
TRPML3 ag: agonists of human TRPML3 channel; Q8TDD5; 0.29% of 220,000 active; activation, % at 3 µM; AID 1448; HEK293 TRPML3-YFP, Fluo-8 calcium fluorescence; 100% = the carbachol control signal;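 active = activation above its plate's cutoff, the mean activation of the plate's test wells plus 3 SD, cut at about 12% in these data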;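 also: 0% = DMSO only wells and 100% = carbachol wells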
Target sequence (Q8TDD5 whole entry, looked up): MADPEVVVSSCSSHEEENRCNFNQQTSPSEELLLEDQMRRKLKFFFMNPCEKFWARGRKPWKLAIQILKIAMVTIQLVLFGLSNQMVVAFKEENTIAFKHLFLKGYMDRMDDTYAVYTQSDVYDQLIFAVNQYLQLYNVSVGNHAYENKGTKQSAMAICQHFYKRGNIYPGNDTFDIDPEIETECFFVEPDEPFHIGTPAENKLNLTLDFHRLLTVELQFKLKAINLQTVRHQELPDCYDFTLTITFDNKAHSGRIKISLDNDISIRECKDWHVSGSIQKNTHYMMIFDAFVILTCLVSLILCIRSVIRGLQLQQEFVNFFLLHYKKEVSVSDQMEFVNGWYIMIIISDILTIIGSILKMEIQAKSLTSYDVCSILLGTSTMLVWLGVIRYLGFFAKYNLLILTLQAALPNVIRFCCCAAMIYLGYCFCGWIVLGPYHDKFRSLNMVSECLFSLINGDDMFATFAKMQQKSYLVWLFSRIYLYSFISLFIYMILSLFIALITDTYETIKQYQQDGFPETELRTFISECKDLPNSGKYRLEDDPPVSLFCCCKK
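Material: HEK293 cells stably carrying human TRPML3-YFP; compound dosing: single dose, 3 µM final nominal compound, 0.3% DMSO final; incubation: 1-h 37 °C dye load, 5-s basal, 120-s post-compound reads; technique: Fluo-8 intracellular calcium fluorescence, excitation 470-495 nm, emission 515-575 nm; read-out basis: percent activation from peak-to-basal fluorescence ratio, scaled between DMSO and carbachol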
PPC-1+TRAIL kill: compounds killing PPC-1 cancer cells with TRAIL present (potentiator screen, no TRAIL-free arm); 0.41% of 220,000 active; cell killing (% activity), % at 4 µM; PPC-1 cells + TRAIL, ATPLite viability luminescence;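 active = cell killing above 50% in the first pass at 4 µM, then a duplicate retest at 5 µM averaging 50% or more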;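 also: plate controls were cells with TRAIL plus DMSO for no effect and medium-only wells lacking cells for full effect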
thrombin 1536: inhibitors of human thrombin; P00734; alpha-thrombin, Boc-VPR-AMC fluorogenic substrate cleavage; inhibition, % at 5 µM; 0.26% of 220,000 active;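 active = inhibition at or above 40%; inactive = inhibition below 40%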;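 also: 0% = enzyme with no compound and 100% = wells without enzyme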
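Material: Human alpha-thrombin protein | Buffer or medium: pH 7.5 Tris-saline with Tween 20 | Reagent: Boc-VPR-AMC substrate, 15 µM final | Schedule: Reaction at ambient temperature | Detection: AMC fluorescence at 355 nm excitation and 460 nm emission | Evaluation: Percent inhibition scaled between no-compound controls and no-enzyme blanks | Controls: no-compound enzyme wells and no-enzyme blanks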
* marks the source's active call; other numbers are inactive results; i = inactive; nt = not tested or not shown; [ ] = another dose, or the depositor's remark.

Abbreviations – A = KCC2 mod; B = EBV gp42 inh; C = Tb hexokinase; D = TRPN1 ag; E = m-calpain inh; F = Furin inh; G = TRPML3 ag; H = PPC-1+TRAIL kill; I = thrombin 1536
O=C(Cn1cc(C(=O)c2cccs2)c2ccccc21)NC1CCCCC1
  A = 0.0068; B = 9; C = -25; D = -0.3; E = 35; F = -19[20 µM]; G = 0.4; H = 16; I = -8

O=C(Nc1ccccc1)Nc1ccccc1Br
  A = -0.52; B = -5; C = -2; D = 1.0; E = 0; F = -26; G = 0.2; H = 13; I = -22

O=C(N/N=C/c1cn(-c2cccs2)nc1-c1ccccc1)c1ccccc1O
  A = 5.4*; B = 5; C = 20; D = -0.9; E = -33; F = -12; G = 0.1; H = 8; I = -9

CCOc1cc(S(=O)(=O)NCCc2cccc(C)c2)c(OCC)cc1-n1cnnn1
  A = nt; B = 1; C = -8; D = -0.3; E = -131; F = -23; G = -0.7; H = 6; I = -6

COC(=O)c1sc2ccccc2c1-n1cccc1C(=O)C(=O)Nc1ccc(C)cc1
  A = -0.12; B = -8; C = -9; D = -1.3; E = -54; F = -16[20 µM]; G = 0.3; H = 6; I = -3

Cc1cccc(N(CC(=O)NCCSc2nc3ccccc3s2)S(=O)(=O)c2ccccc2)c1
  A = 0.84; B = 4; C = 39; D = -0.7; E = 10; F = -20; G = 0.2; H = -6; I = 1

COc1ccccc1NS(=O)(=O)c1cc(NC(=O)C(C)C)ccc1N1CCCCC1
  A = -0.55; B = -1; C = -1; D = -0.9; E = -40; F = -17; G = 0.0; H = 6; I = -6

Cc1ccc(C)c(-c2nc3ccc(N)cc3[nH]2)c1
  A = -1.1; B = -6; C = -5; D = -1.5; E = i; F = -20[20 µM]; G = -0.5; H = -39; I = -10

COc1ccc(C(C)=O)cc1CSc1nc2cc(C(=O)O)ccc2c(=O)n1Cc1ccccc1
  A = -0.43; B = 1; C = -1; D = 0.3; E = -44; F = -14; G = -0.7; H = -6; I = -2

NC(=O)c1ccsc1NC(=O)c1ccc(S(=O)(=O)N2CCCCC2)cc1
  A = 0.83; B = -14; C = -18; D = 2.5; E = -29; F = -25; G = 1.4; H = 8; I = -4

COc1cccc(-c2nc(=S)c3c(o2)CCCC3)c1
  A = 2.6; B = 2; C = -7; D = -0.7; E = 1; F = -11; G = 0.4; H = 20; I = -3

O=C(NC(=S)Nn1cnnc1)c1ccccc1Br
  A = nt; B = -23; C = -3; D = 0.4; E = 19; F = -16; G = 0.1; H = 8; I = 2

Cc1cccc(Nc2nc(NCC3CCCO3)nc(N)c2[N+](=O)[O-])c1 (centres undefined)
  A = -0.028; B = -4; C = -6; D = 1.5; E = 12; F = -24; G = 0.8; H = -2; I = -3

COc1ccc2cc(C(=O)Nc3ccccc3)sc(=O)c2c1OC
  A = 1.3; B = -3; C = -2; D = 0.1; E = 0; F = -6; G = 0.4; H = 10; I = -10

CCC1S/C(=C(\C#N)C(N)=O)N(c2ccc(F)cc2)C1=O (centres undefined)
  A = 0.088; B = 0; C = -17; D = -0.1; E = 2; F = -21; G = -0.5; H = 15; I = -7

Cc1nnsc1NC(=O)OCc1ccc(Cl)cc1Cl
  A = nt; B = -10; C = 1; D = 9.7; E = 6; F = -15; G = 0.4; H = 17; I = -3

COc1ccc2[nH]c(C)c(CCN3C(=O)C4CC=CCC4C3=O)c2c1 (centres undefined)
  A = 0.28; B = 13; C = -4; D = 0.0; E = -15; F = -24; G = -0.3; H = -2; I = -1

CCN(Cc1ccccc1)c1c(C(=O)O)cnc2c1cnn2C
  A = 1.2; B = -2; C = -25; D = 0.8; E = -18; F = -15; G = 0.5; H = 0; I = -1

O=C(Nc1ccc(-c2cn3ccsc3n2)cc1)C1CC1
  A = nt; B = -15; C = -3; D = 0.0; E = 19; F = -24; G = 0.2; H = 61*[5 µM]; I = 4

CCn1c(SCC(=O)Nc2cccc(F)c2)nc2c(c1=O)SC(C)C2 (centres undefined)
  A = -0.66; B = 5; C = -8; D = -1.1; E = 4; F = -1; G = -0.9; H = nt; I = -3

Cn1c(=O)n(-c2cccc(Cl)c2)c(=O)n1C
  A = 0.14; B = -3; C = -2; D = -1.3; E = -23; F = 8[20 µM]; G = 0.9; H = 5; I = -6

CCOc1ccc2oc(-c3ccccc3)c(C(=O)O)c2c1
  A = -0.042; B = -8; C = -1; D = -0.3; E = -354; F = -13[20 µM]; G = 0.5; H = 13; I = 0

CCCOc1ccc(C(=O)NNC(=S)NC(=O)c2cc(-c3ccccc3)nc3ccccc23)cc1
  A = 1.5; B = -14; C = -15; D = 0.3; E = -121; F = -20[20 µM]; G = 0.6; H = 12; I = 4

COc1ccc(CCC2(C)NC(=O)NC2=O)cc1 (centres undefined)
  A = 0.25; B = -5; C = 4; D = 1.1; E = -2; F = -18; G = 0.9; H = 22; I = 3

COc1cccc(CC2(CO)CCCN(C/C=C/c3ccccc3OC)C2)c1 (centres undefined)
  A = nt; B = -6; C = -5; D = 0.5; E = 5; F = -19; G = 0.5; H = 20; I = 1

6 records drawn at random from those above, as already listed:
Abbreviations – A = KCC2 mod; B = EBV gp42 inh; C = Tb hexokinase; D = TRPN1 ag; E = m-calpain inh; F = Furin inh; G = TRPML3 ag; H = PPC-1+TRAIL kill; I = thrombin 1536
NC(=O)c1ccsc1NC(=O)c1ccc(S(=O)(=O)N2CCCCC2)cc1
  A = 0.83; B = -14; C = -18; D = 2.5; E = -29; F = -25; G = 1.4; H = 8; I = -4

COc1ccc2[nH]c(C)c(CCN3C(=O)C4CC=CCC4C3=O)c2c1 (centres undefined)
  A = 0.28; B = 13; C = -4; D = 0.0; E = -15; F = -24; G = -0.3; H = -2; I = -1

Cc1cccc(Nc2nc(NCC3CCCO3)nc(N)c2[N+](=O)[O-])c1 (centres undefined)
  A = -0.028; B = -4; C = -6; D = 1.5; E = 12; F = -24; G = 0.8; H = -2; I = -3

COc1cccc(CC2(CO)CCCN(C/C=C/c3ccccc3OC)C2)c1 (centres undefined)
  A = nt; B = -6; C = -5; D = 0.5; E = 5; F = -19; G = 0.5; H = 20; I = 1

O=C(NC(=S)Nn1cnnc1)c1ccccc1Br
  A = nt; B = -23; C = -3; D = 0.4; E = 19; F = -16; G = 0.1; H = 8; I = 2

CCn1c(SCC(=O)Nc2cccc(F)c2)nc2c(c1=O)SC(C)C2 (centres undefined)
  A = -0.66; B = 5; C = -8; D = -1.1; E = 4; F = -1; G = -0.9; H = nt; I = -3

(further entries)
Abbreviations – A = KCC2 mod; B = EBV gp42 inh; C = Tb hexokinase; D = TRPN1 ag; E = m-calpain inh; F = Furin inh; G = TRPML3 ag; H = PPC-1+TRAIL kill; I = thrombin 1536
Cc1ccc(-n2ncc(-c3nnc(SCC(=O)NC4CCCC4)o3)c2N)cc1C
  A = -1.1; B = 14; C = 0; D = 6.0; E = -7; F = -9; G = 1.9; H = 3; I = -4

CCC(=O)Nc1ccc(Cl)c(NC(=O)c2ccc(Br)o2)c1
  A = 0.44; B = -6; C = -2; D = -0.2; E = -6; F = -23[20 µM]; G = -0.1; H = -26; I = -5

COc1ccc(CNC(=O)/C(C#N)=C2\N=C(NC(=O)c3cccs3)c3ccccc32)cc1
  A = 0.13; B = 3; C = -8; D = -1.0; E = -10; F = -1; G = 0.9; H = 20; I = -1

O=C(CNC(=O)c1ccc(Cl)cc1Cl)Nc1ccc(F)cc1
  A = -2.4; B = -12; C = -4; D = -1.1; E = 17; F = -17; G = -0.5; H = 11; I = -1

CCOC(=O)C1=C(CS(=O)(=O)c2ccccc2)NC(=O)NC1c1ccc(O)c(OC)c1 (centres undefined)
  A = -0.16; B = 1; C = 10; D = 1.3; E = -5; F = -20; G = 0.4; H = 13; I = -6

CCC1=NN2C(=N)/C(=C\c3cccn3-c3ccc(Cl)cc3)C(=O)N=C2S1
  A = 18*; B = 12; C = -5; D = 0.8; E = -29; F = -16; G = 0.6; H = nt; I = 2

COC(=O)/C(C#N)=C/c1c(Oc2cccc(C)c2C)nc2ccccn2c1=O
  A = -1.1; B = -6; C = -12; D = 0.7; E = -7; F = -15; G = 0.9; H = 6; I = -7

Brc1ccc(Oc2nsnc2N2CCOCC2)cc1
  A = nt; B = 6; C = -5; D = -1.2; E = 9; F = -10; G = -1.0; H = 6; I = -1

CC(=O)c1c(OC(=O)c2ccccc2)c2ccccc2n1C
  A = -0.62; B = -3; C = 9; D = -2.2; E = 1; F = -13[20 µM]; G = -0.5; H = -2; I = -1

CCC1CCCCN1CCCNC(=O)Cn1nc(-c2ccc(C)cc2)ccc1=O (centres undefined)
  A = nt; B = -8; C = -8; D = -0.5; E = -27; F = -23; G = -0.3; H = 1; I = -4

O=C(Nc1ccc(OC(F)(F)F)cc1)c1[nH]ncc1[N+](=O)[O-]
  A = 13*; B = -17; C = -7; D = 3.6; E = 8; F = -32; G = 1.6; H = -8; I = 4

O=C(NCCN1CCOCC1)c1cc(-c2ccc(Cl)cc2)on1
  A = nt; B = -14; C = 1; D = 1.1; E = -9; F = -27; G = 0.7; H = -10; I = 2

COc1ccc(Nc2nc(S(=O)(=O)c3ccc(C)cc3)c(Cl)s2)cc1
  A = 0.27; B = 12; C = 0; D = -0.9; E = 20; F = -13; G = -0.3; H = -1; I = -9

COc1ccc(C(=O)c2c[nH]c(C(=O)NCc3ccco3)c2)cc1
  A = nt; B = -25; C = -1; D = 1.5; E = -5; F = -10[20 µM]; G = -0.6; H = 2; I = -1

Nc1nc(-c2ccco2)nn1S(=O)(=O)c1ccc(Cl)cc1
  A = 0.52; B = 11; C = 7; D = -0.1; E = 4; F = -12; G = -0.6; H = -6; I = -11

CC(C)CN1CCN(CC#Cc2ccccc2)CC1CCO (centres undefined)
  A = -0.0047; B = -19; C = 1; D = -0.3; E = -22; F = -6; G = 0.5; H = 15; I = -6

COc1ccc(C(=O)C[n+]2ccc(-c3nnc4n3CCC4)cc2)cc1
  A = -0.83; B = 0; C = -11; D = 0.2; E = -22; F = -20; G = 0.3; H = 7; I = -9

N#CC1=C(N)Oc2c(ccc3ccccc23)C1c1cccs1 (centres undefined)
  A = -1.3; B = -1; C = -8; D = 0.2; E = -28; F = -16[20 µM]; G = 0.3; H = 8; I = 8

COc1ccccc1/C=C/C(=O)OCCCN(C)C
  A = -0.32; B = 0; C = -14; D = -0.7; E = -59; F = -18; G = 1.4; H = 0; I = 0

Cc1ccc(C)c(OCC(=O)Nc2c[nH]c(=O)[nH]c2=O)c1
  A = 0.24; B = 1; C = -4; D = 2.1; E = -4; F = -16; G = -0.7; H = -5; I = -7

Nc1ccc(S(=O)(=O)Nc2nccc(/C=C/c3ccc(Br)s3)n2)cc1
  A = 0.25; B = -13; C = -16; D = -0.7; E = -42; F = -8; G = 0.3; H = -5; I = -9

Cc1sc(NC(=S)NC(=O)c2ccco2)c(C(N)=O)c1C
  A = 0.6; B = -4; C = -1; D = 0.3; E = -19; F = -23; G = -0.4; H = 29; I = -14

COC(=O)c1cn(NC(=O)c2cc(OC)c(OC)c(OC)c2)c(=O)c2ccccc12
  A = 0.69; B = -10; C = 1; D = -0.6; E = 6; F = -41[20 µM]; G = -0.5; H = -2; I = 3

CCC/C(O)=C1\C(=O)CCCC1=NCCCCCC(=O)O
  A = 1.2; B = -17; C = 3; D = -0.6; E = -24; F = -22[20 µM]; G = 0.9; H = 3; I = 1
